Assay outcomes (PubChem)
STK33 inh: human STK33 kinase inhibition; purified STK33, MBP phosphorylation, ADP-Glo luminescence; inhibition, % at 10 µM; 320,000 tested, 0.073% active; Q9BYT3;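 active = inhibition at or above 25%, using the most active replicate where run in duplicate; inactive = inhibition below 25%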
Target sequence (Q9BYT3 whole entry, looked up): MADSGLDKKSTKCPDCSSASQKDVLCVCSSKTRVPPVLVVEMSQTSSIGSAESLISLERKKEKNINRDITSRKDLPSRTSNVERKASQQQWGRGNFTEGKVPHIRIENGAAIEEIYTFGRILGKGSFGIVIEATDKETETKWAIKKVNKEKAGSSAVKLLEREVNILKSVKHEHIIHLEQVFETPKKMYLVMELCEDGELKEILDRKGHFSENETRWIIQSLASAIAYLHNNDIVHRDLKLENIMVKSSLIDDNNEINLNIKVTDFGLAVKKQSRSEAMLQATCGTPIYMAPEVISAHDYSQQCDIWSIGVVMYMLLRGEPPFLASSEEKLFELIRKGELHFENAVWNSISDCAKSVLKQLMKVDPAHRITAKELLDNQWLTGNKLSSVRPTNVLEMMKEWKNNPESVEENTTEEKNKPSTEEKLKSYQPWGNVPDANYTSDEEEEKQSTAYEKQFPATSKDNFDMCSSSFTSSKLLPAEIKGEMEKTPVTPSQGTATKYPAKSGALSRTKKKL
* = called active by the depositor.

C[C@H](NC(=O)c1[nH]cnc1C(=O)Nc1ccc(Cl)cc1)c1ccccc1
- STK33 inh: -1.6

CC(=O)NC(CC(=O)OCC(=O)Nc1cc(S(=O)(=O)N2CCCCC2)ccc1C)c1ccccc1 (stereo not drawn)
- STK33 inh: -1.6

Nc1cc2c(cc1Cl)N(Cc1ccccc1)C(=O)CO2
- STK33 inh: -0.2

O=C(COC(=O)CNC(=O)C1CCCCC1)Nc1ccc(F)c([N+](=O)[O-])c1
- STK33 inh: -0.8

CCN(CC)C(=O)OCc1c(-c2ccccc2)ncc2ccccc12
- STK33 inh: 0.2

Cc1ccc(S(=O)(=O)Nc2ccc3c(c2)CC(=O)N([C@H](C)CO)C[C@H](C)[C@H](CN(C)Cc2ccc4c(c2)OCO4)O3)cc1
- STK33 inh: -0.5

CCN(CC(=O)Nc1c(F)cccc1F)C(=O)C1CC(=O)N(CCc2ccc(OC)c(OC)c2)C1 (stereo not drawn)
- STK33 inh: -0.3

CCCn1c(C)cc(/C=C(\C#N)C(=O)OCC(=O)Nc2cccc(S(N)(=O)=O)c2)c1C
- STK33 inh: -1.4

CC(C)[C@H](NC(=O)c1ccccc1Cl)C(=O)Nc1ccc(S(=O)(=O)Nc2nccs2)cc1
- STK33 inh: -1.1

O=C(COC(=O)CNC(=O)c1ccccc1Cl)Nc1ccccc1Cl
- STK33 inh: -0.9

Cc1ccc(S(=O)(=O)N2CCN(CC(=O)Nc3ccnn3C3CCCC3)CC2)cc1
- STK33 inh: 1.0

CC(Oc1cccnc1[N+](=O)[O-])C(=O)Nc1cccc(Cl)c1 (stereo not drawn)
- STK33 inh: 1.5

O=C(NCCCN1CCCC1=O)c1ccc(Cl)c(S(=O)(=O)N2CCCCC2)c1
- STK33 inh: -0.1

O=C(O)CCC(=O)Nc1ccc(-c2csc(Nc3cccc4ccccc34)n2)cc1
- STK33 inh: 1.3

CC1CCCCC12NC(=O)N(CC(=O)OCc1ccc(Br)cc1)C2=O (stereo not drawn)
- STK33 inh: 3.9

Cc1cccc(C)c1NC(=O)CNC(=O)COC(=O)c1ccc(Cl)s1
- STK33 inh: 0.4

COc1ccc(C(=O)OCC(=O)N(C)C2CCS(=O)(=O)C2)cc1Br (stereo not drawn)
- STK33 inh: 0.7

COc1ccc(CNC(=O)c2cc(S(=O)(=O)N3CCCCC3)ccc2Cl)cc1OC
- STK33 inh: -0.9

O=C(c1ccc(F)cc1)N1CCC(C(=O)N(Cc2ccccc2)c2ccccc2)CC1
- STK33 inh: -0.7

CC(C)(C)OC(=O)C[C@H]1C/C=C\C[C@@H](CC(=O)N[C@H](CO)Cc2ccccc2)C(=O)NC[C@@H](c2ccccc2)OC1=O
- STK33 inh: -0.1

CC1(C)C(=O)Nc2ccccc2N1C(=O)COc1ccc(C#N)cc1
- STK33 inh: -0.3

CCC(C)c1ccccc1N1CC(C(=O)NCCCn2nc(C)cc2C)CC1=O (stereo not drawn)
- STK33 inh: -0.7

C=CCC[C@@H](Cc1ccc(F)cc1)C(=O)OC[C@H]1CCCN1C(=O)[C@@H](CC=C)CC(=O)N[C@H](CO)Cc1ccccc1
- STK33 inh: -1.7

Cc1noc(NS(=O)(=O)c2ccc(NC(=O)c3ccc(N(C)C)cc3)cc2)c1C
- STK33 inh: 2.1

COc1cc(C(=O)NCC(=O)NCCCSc2ccccc2)cc(OC)c1OC
- STK33 inh: -0.7

Cc1csc(CNc2ncnc3ccc(-c4ccoc4)cc23)c1
- STK33 inh: -0.9

CCc1nnc(NC(=O)c2oc3ccc(Br)cc3c2C)s1
- STK33 inh: 1.4

O=C(c1cc(Cl)nc2ccccc12)N1CCN(Cc2ccc3c(c2)OCO3)CC1
- STK33 inh: -0.4

COCCN=C(NS(=O)(=O)c1cccs1)c1ccccc1Cl
- STK33 inh: -1.0

COCCOC(=O)c1c(NC(=O)COC(=O)c2ccc(C)o2)sc(C(N)=O)c1C
- STK33 inh: -0.5

COc1ccc(S(=O)(=O)N2CCOCC2)cc1NC(=O)CN1C(=O)NC(C)(C2CC2)C1=O (stereo not drawn)
- STK33 inh: -0.7

CS(=O)(=O)c1ccc(C(=O)NNC(=O)c2cc(-c3ccccc3)n[nH]2)cc1
- STK33 inh: -0.6

CN1CCN(S(=O)(=O)c2cccc(C(=O)N3CCN(c4ccccc4F)CC3)c2)CC1
- STK33 inh: -0.9

CC(=O)c1cccc(NC(=O)CNC(=O)Cc2cccc3ccccc23)c1
- STK33 inh: -2.9

Cc1cc(NC(=O)CSc2[nH]c(=O)cc(C(F)(F)F)c2C#N)no1
- STK33 inh: -7.4

CC1(C)NC(=O)N(CCC(=O)Nc2cc(C(F)(F)F)ccc2Cl)C1=O
- STK33 inh: 0.3

Cc1cc(NC(=O)CSc2n[nH]c(-c3ccc(Cl)cc3Cl)n2)no1
- STK33 inh: -0.7

O=C(COc1ccccc1[N+](=O)[O-])NCC1(N2CCOCC2)CCCCC1
- STK33 inh: -0.5

O=C(OCC#CCSc1nnc(-c2cccc3ccccc23)o1)c1ccc(Cl)cc1
- STK33 inh: 7.3

O=C(C[C@H]1C/C=C/CC[C@H](Cc2ccc(F)cc2)C(=O)O[C@H](c2ccccc2)CNC1=O)NCCO
- STK33 inh: -0.7

Cc1ccccc1-n1c(SCC(=O)c2c(N)n(C3CC3)c(=O)[nH]c2=O)nnc1N1CCOCC1
- STK33 inh: 1.3

CC1Cc2ccccc2N1CC(=O)Nc1ccc2c(c1)OCCCO2 (stereo not drawn)
- STK33 inh: -1.7

O=C1N[C@@H](c2ccccc2)COC(=O)[C@H](Cc2ccc(F)cc2)CC/C=C/C[C@@H]1CC(=O)N(CCO)Cc1ccccc1
- STK33 inh: 0.8

Cc1c(C(=O)N2CCN(c3ncccn3)CC2)oc2ccc(F)cc12
- STK33 inh: 2.1

CC(=O)N/C(=C\c1ccccc1)C(=O)OCC(=O)N(C)C1CCS(=O)(=O)C1 (stereo not drawn)
- STK33 inh: -1.8

COc1ccc(C(=O)NNC(=O)c2cccc(S(=O)(=O)N3CCOCC3)c2)cc1
- STK33 inh: 0.3

CCCCCN(C(=O)COC(=O)c1ccc(C)cc1)c1c(N)n(CCCC)c(=O)[nH]c1=O
- STK33 inh: 1.0

COc1ccc(C)cc1NC(=O)COC(=O)C1COc2ccccc2O1 (stereo not drawn)
- STK33 inh: -1.8

CN1C[C@@H]2[C@@H]3C(=O)N(Cc4ccccc4)C(=O)[C@@H]3[C@](C)(C1=O)N2C(=O)c1ccc(Cl)cc1
- STK33 inh: -0.4

CC(Sc1nnnn1C1CC1)C(=O)N1CC(=O)Nc2ccccc21 (stereo not drawn)
- STK33 inh: -2.2

COC(=O)CN1C(=O)[C@H]2[C@@H](/C=C/c3ccccc3)N3C(=O)CN(Cc4ccccn4)C(=O)[C@@]3(Cc3ccccc3)[C@H]2C1=O
- STK33 inh: -0.4

COc1cc(C(=O)NNC(=O)CCOc2ccccc2C)cc(OC)c1OC
- STK33 inh: -0.3

CC1CCCN(C(=O)CNC(=O)c2cccs2)C1 (stereo not drawn)
- STK33 inh: 0.3

CC(C)C(=O)Nc1ccc(C(=O)CSc2nnc(C3CC3)n2C2CC2)cc1
- STK33 inh: 0.2

CC(C)(C)c1ccc(C(=O)NCC(=O)NCc2ccccn2)cc1
- STK33 inh: -0.5

O=C(O)C(Cc1ccccc1)N=C(NS(=O)(=O)c1ccccc1)c1ccccc1 (stereo not drawn)
- STK33 inh: -2.6

Cc1cnc(C(=O)OCC(=O)N2CC(C)CC(C)C2)cn1 (stereo not drawn)
- STK33 inh: -0.8

O=C(COC(=O)c1ccccc1C(F)(F)F)NC(=O)NCc1ccco1
- STK33 inh: 1.8

COc1cc(C(=O)OCc2cc(=O)n3ccsc3n2)ccc1OC(C)C
- STK33 inh: 1.6

C[C@H](CO)N1C[C@H](C)[C@@H](CN(C)Cc2ccccc2)Oc2c(NS(=O)(=O)c3ccc(F)cc3)cccc2C1=O
- STK33 inh: -0.5

O=C1CCCC/C=C\C[C@H](CC(=O)N(CCO)Cc2ccccc2)C(=O)N2CCC[C@@H]2CO1
- STK33 inh: -1.4

Cc1cnc(C(=O)OCc2cc(=O)n3c(C)cccc3n2)cn1
- STK33 inh: 0.4

COc1ccc(S(=O)(=O)N(C)C)cc1NC(=O)COC(=O)C1CC1
- STK33 inh: -0.6

COc1cc(C)c(NC(=O)c2cccc(S(=O)(=O)N3CCCC3)c2)cc1OC
- STK33 inh: -0.5

CCC1(c2ccc(C)cc2)NC(=O)N(C(C)C(=O)Nc2ccc(N3CCOCC3)cc2)C1=O (stereo not drawn)
- STK33 inh: -0.6

C[C@H](CO)N1C[C@H](C)[C@@H](CN(C)Cc2ccc(Oc3ccccc3)cc2)Oc2c(NS(=O)(=O)c3cn(C)cn3)cccc2C1=O
- STK33 inh: -0.5

CCC1(c2ccccc2)NC(=O)N(CC(=O)NC2CCCCCC2)C1=O (stereo not drawn)
- STK33 inh: -0.5

CS(=O)(=O)c1ccc(Cl)c(C(=O)Nc2ccc3nc(N4CCOCC4)sc3c2)c1
- STK33 inh: -0.5

C[C@@H]1CN([C@@H](C)CO)C(=O)c2cc(NC(=O)CCC(F)(F)F)ccc2O[C@H]1CN(C)S(=O)(=O)c1ccc(Cl)cc1
- STK33 inh: 0.3

O=C(NNC(=O)c1cccs1)c1ccc(Cl)c(S(=O)(=O)N2CCCC2)c1
- STK33 inh: -1.6

COc1ccc(CCNC(=O)COC(=O)c2ccc(S(=O)(=O)N3CCCC3)cc2)cc1OC
- STK33 inh: 0.0

Cc1onc(-c2c(F)cccc2Cl)c1C(=O)OCC(=O)NCc1ccccc1
- STK33 inh: -1.5

COc1cccc(C(=O)OCC(=O)Nc2ccc(N3CCOCC3)cc2)c1
- STK33 inh: 0.0

O=C(Cn1ccccc1=O)Nc1ccc(Cl)c(S(=O)(=O)N2CCCCC2)c1
- STK33 inh: -0.3

COc1ccc([C@H]2CC(=O)C=C(c3ccc(F)nc3)C2)cc1OC
- STK33 inh: 0.3

17 structures from above, ordered by SMILES length, largest number first:
COC(=O)CN1C(=O)[C@H]2[C@@H](/C=C/c3ccccc3)N3C(=O)CN(Cc4ccccn4)C(=O)[C@@]3(Cc3ccccc3)[C@H]2C1=O
- STK33 inh: -0.4

C[C@H](CO)N1C[C@H](C)[C@@H](CN(C)Cc2ccc(Oc3ccccc3)cc2)Oc2c(NS(=O)(=O)c3cn(C)cn3)cccc2C1=O
- STK33 inh: -0.5

C[C@@H]1CN([C@@H](C)CO)C(=O)c2cc(NC(=O)CCC(F)(F)F)ccc2O[C@H]1CN(C)S(=O)(=O)c1ccc(Cl)cc1
- STK33 inh: 0.3

C[C@H](CO)N1C[C@H](C)[C@@H](CN(C)Cc2ccccc2)Oc2c(NS(=O)(=O)c3ccc(F)cc3)cccc2C1=O
- STK33 inh: -0.5

O=C1CCCC/C=C\C[C@H](CC(=O)N(CCO)Cc2ccccc2)C(=O)N2CCC[C@@H]2CO1
- STK33 inh: -1.4

CCC1(c2ccc(C)cc2)NC(=O)N(C(C)C(=O)Nc2ccc(N3CCOCC3)cc2)C1=O (stereo not drawn)
- STK33 inh: -0.6

COc1ccc(CCNC(=O)COC(=O)c2ccc(S(=O)(=O)N3CCCC3)cc2)cc1OC
- STK33 inh: 0.0

CS(=O)(=O)c1ccc(Cl)c(C(=O)Nc2ccc3nc(N4CCOCC4)sc3c2)c1
- STK33 inh: -0.5

O=C(NNC(=O)c1cccs1)c1ccc(Cl)c(S(=O)(=O)N2CCCC2)c1
- STK33 inh: -1.6

O=C(Cn1ccccc1=O)Nc1ccc(Cl)c(S(=O)(=O)N2CCCCC2)c1
- STK33 inh: -0.3

CC(C)C(=O)Nc1ccc(C(=O)CSc2nnc(C3CC3)n2C2CC2)cc1
- STK33 inh: 0.2

COc1ccc(S(=O)(=O)N(C)C)cc1NC(=O)COC(=O)C1CC1
- STK33 inh: -0.6

O=C(COC(=O)c1ccccc1C(F)(F)F)NC(=O)NCc1ccco1
- STK33 inh: 1.8

COc1cc(C(=O)NNC(=O)CCOc2ccccc2C)cc(OC)c1OC
- STK33 inh: -0.3

CC(C)(C)c1ccc(C(=O)NCC(=O)NCc2ccccn2)cc1
- STK33 inh: -0.5

Cc1cnc(C(=O)OCc2cc(=O)n3c(C)cccc3n2)cn1
- STK33 inh: 0.4

Cc1cnc(C(=O)OCC(=O)N2CC(C)CC(C)C2)cn1 (stereo not drawn)
- STK33 inh: -0.8

More results.
Cc1cc(S(=O)(=O)N2CCN(CC(=O)NCCc3cccs3)CC2)ccc1Br
- STK33 inh: -0.2

O=C(NC(=S)N1CCCC1)c1ccccc1F
- STK33 inh: -1.0

COc1ccc(NS(=O)(=O)c2ccc(C)c(NC(=O)C3CCCO3)c2)cc1 (stereo not drawn)
- STK33 inh: -1.2

O=P(O)(OCc1ccccc1)OCc1ccccc1
- STK33 inh: 0.0

CCC(C(=O)OCC(=O)N1CCN(S(=O)(=O)c2ccc(C)cc2C)CC1)c1ccccc1 (stereo not drawn)
- STK33 inh: 0.7

O=C1NC(Cc2ccccc2)c2nc3ccc(Cl)cc3c(=O)n2-c2cc(Cl)ccc21 (stereo not drawn)
- STK33 inh: -0.7

COc1ccc(C)cc1NC(C)C(=O)NC(=O)NC1CCCCC1 (stereo not drawn)
- STK33 inh: -1.6

O=S(=O)(Nc1ccc(S(=O)(=O)N2CCCC2)cc1)c1ccc(F)cc1F
- STK33 inh: -0.9

CCN(CC)S(=O)(=O)c1ccc(N2CCOCC2)c(NC(=O)c2ccco2)c1
- STK33 inh: -1.0

O=C(O)/C(=C\c1cccc(C(F)(F)F)c1)c1ccc(S(=O)(=O)N2CCCC2)s1
- STK33 inh: -1.4

Cc1ccc(Nc2nnc(SC(C)C(=O)NC3CC3)s2)cc1 (stereo not drawn)
- STK33 inh: -1.1

CC1(C)C=Cc2c(ccc3c2OC[C@H](c2ccc(O)cc2O)C3)O1
- STK33 inh: -1.4

COc1ccc(NC(=O)COC(=O)Cn2cnc3ccccc3c2=O)c(OC)c1
- STK33 inh: 0.6

CC(=O)c1ccc(OCCCC(=O)Nc2cccc(S(=O)(=O)N3CCOCC3)c2)cc1
- STK33 inh: -1.8

COc1ccc(C(=O)NCc2ccc(Cl)cc2)cc1S(=O)(=O)N1CCCC1
- STK33 inh: -1.5

O=C(Nc1ccc(N2CCOCC2)c(S(=O)(=O)Nc2ccccc2Cl)c1)c1ccccc1
- STK33 inh: -1.2

Cc1ccc(C)c(S(=O)(=O)N2CCN(C(=O)c3ccc4ccccc4n3)CC2)c1
- STK33 inh: -0.2

A portion of the library. The share of hits here may be higher or lower than overall.
